High-throughput results (PubChem)
IDH1 R132H inh: blocks human IDH1 R132H reductase activity; O75874; diaphorase/resazurin fluorescence, 60 min; inhibition, % at 10 µM; actives 0.18% (n = 70,000); in the data active = inhibition above about 34%;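 also: 0% = DMSO and 100% = no enzyme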
Target sequence (O75874 whole entry R132H): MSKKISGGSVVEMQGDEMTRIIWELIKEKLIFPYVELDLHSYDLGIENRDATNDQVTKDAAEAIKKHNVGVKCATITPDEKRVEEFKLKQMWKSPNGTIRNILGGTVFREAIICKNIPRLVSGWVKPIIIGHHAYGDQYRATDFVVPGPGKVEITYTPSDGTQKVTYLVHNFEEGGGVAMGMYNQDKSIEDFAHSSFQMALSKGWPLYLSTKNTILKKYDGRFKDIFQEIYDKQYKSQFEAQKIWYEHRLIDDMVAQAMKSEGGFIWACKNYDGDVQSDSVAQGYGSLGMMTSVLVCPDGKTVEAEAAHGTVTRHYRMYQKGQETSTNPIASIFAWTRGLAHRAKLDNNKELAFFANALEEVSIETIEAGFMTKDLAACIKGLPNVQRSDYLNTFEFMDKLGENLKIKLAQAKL
PRC2 inh: blocks human EZH2/PRC2 H3K27 methylation | DELFIA TRF, 1 h | Q15910 | actives 0.35% (n = 57,000) | inhibition, % at 12.5 µM;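 active = mean inhibition of replicates at least 50% and every single replicate also reaching 50%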;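 also: dimethyl H3K27 on biotinylated H3 21-44 peptide detected by antibody; plate controls were median neutral control wells for no effect and median positive control wells for full effect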
Starred values were filed as active, the others as inactive.

Start of the listing, in advance (5 entries):
`C[C@@H]1CN([C@@H](C)CO)C(=O)c2cc(NC(=O)Nc3cccc4ccccc34)ccc2O[C@@H](C)CCCCO[C@@H]1CN(C)C` gave IDH1 R132H inh -4.8 and PRC2 inh -7.
For C[C@H]1CN([C@@H](C)CO)C(=O)Cc2cc(NC(=O)Nc3ccc4c(c3)OCO4)ccc2O[C@H]1CN(C)S(=O)(=O)c1ccc(Cl)cc1 the results were IDH1 R132H inh -6.3.
O=C(CSc1nc2ccc([N+](=O)[O-])cc2[nH]1)Nc1cc(C(F)(F)F)cc(C(F)(F)F)c1 was read as IDH1 R132H inh 0.3 and PRC2 inh 17.
`C/C=C/c1cccc(-c2nc(C(=O)NCc3ccc(OC)cc3)cc3c2[C@H](CCO)N([S@@](=O)C(C)(C)C)C3)c1` gave IDH1 R132H inh 0.0 and PRC2 inh 22.
For CO[C@@H]1CN(C)C(=O)c2ccc(NC(=O)Nc3cccc(Cl)c3)cc2OC[C@H](C)NC[C@H]1C the results were IDH1 R132H inh -0.9 and PRC2 inh -13.

This part in full, from the first entry:
`C[C@@H]1CN([C@@H](C)CO)C(=O)c2cc(NC(=O)Nc3cccc4ccccc34)ccc2O[C@@H](C)CCCCO[C@@H]1CN(C)C` gave IDH1 R132H inh -4.8 and PRC2 inh -7.
For C[C@H]1CN([C@@H](C)CO)C(=O)Cc2cc(NC(=O)Nc3ccc4c(c3)OCO4)ccc2O[C@H]1CN(C)S(=O)(=O)c1ccc(Cl)cc1 the results were IDH1 R132H inh -6.3.
O=C(CSc1nc2ccc([N+](=O)[O-])cc2[nH]1)Nc1cc(C(F)(F)F)cc(C(F)(F)F)c1 was read as IDH1 R132H inh 0.3 and PRC2 inh 17.
`C/C=C/c1cccc(-c2nc(C(=O)NCc3ccc(OC)cc3)cc3c2[C@H](CCO)N([S@@](=O)C(C)(C)C)C3)c1` gave IDH1 R132H inh 0.0 and PRC2 inh 22.
For CO[C@@H]1CN(C)C(=O)c2ccc(NC(=O)Nc3cccc(Cl)c3)cc2OC[C@H](C)NC[C@H]1C the results were IDH1 R132H inh -0.9 and PRC2 inh -13.
COc1ccc(-c2ccc3c(c2)O[C@@H](CN(C)C)[C@@H](C)CN([C@@H](C)CO)S3(=O)=O)cc1 was read as IDH1 R132H inh -2.0 and PRC2 inh -4.
O=C(NCCCN1CCCC1)Nc1ccccc1[N+](=O)[O-] was read as IDH1 R132H inh 0.1 and PRC2 inh 12.
Screening Cc1cc(=O)oc2cc(NC(=S)NCc3ccccn3)ccc12 returned IDH1 R132H inh 2.4.
Screening CC(C)OC(=O)CSc1nc(-c2ccccc2)cc(C(F)(F)F)c1C#N returned IDH1 R132H inh 0.7.
Screening O=C(C[C@H]1C[C@H]2c3cc(NC(=O)C4CCOCC4)ccc3O[C@H]2[C@@H](CO)O1)NCc1ccc(Oc2ccccc2)cc1 returned IDH1 R132H inh 0.4 and PRC2 inh 7.
Cc1ccc(S(=O)(=O)N(C)C[C@@H]2Oc3ccc(NC(=O)Cc4cn(C)c5ccccc45)cc3CC(=O)N([C@@H](C)CO)C[C@H]2C)cc1 was read as IDH1 R132H inh 0.6.
Cc1ccccc1CN(C)C[C@H]1OCc2cnnn2CCCC(=O)N([C@H](C)CO)C[C@H]1C was read as IDH1 R132H inh -1.3 and PRC2 inh 6.
Screening C[C@@H]1CCCCO[C@@H](CN(C)C)[C@@H](C)CN([C@@H](C)CO)C(=O)c2cc(NS(=O)(=O)c3cn(C)cn3)ccc2O1 returned IDH1 R132H inh 2.0 and PRC2 inh -6.
Screening COc1ccc(CN(C)C[C@H]2Oc3c(NC(=O)NC(C)C)cccc3C(=O)N([C@@H](C)CO)C[C@@H]2C)cc1 returned IDH1 R132H inh -1.0 and PRC2 inh -7.
`C[C@@H]1CN([C@H](C)CO)C(=O)c2cc(NC(=O)CCCCCC(=O)Nc3ccccc3N)ccc2O[C@H]1CN(C)S(=O)(=O)c1cn(C)cn1` gave IDH1 R132H inh 0.2 and PRC2 inh -3.
Screening CO[C@@H]1CN(C)C(=O)c2ccc(NC(=O)c3nc4ccccc4s3)cc2OC[C@H](C)NC[C@@H]1C returned IDH1 R132H inh -0.5 and PRC2 inh 1.
Screening COC(=O)Nc1nc2ccc(C(=O)c3cccs3)cc2[nH]1 returned IDH1 R132H inh -0.4 and PRC2 inh 5.
For C[C@@H]1CN([C@@H](C)CO)C(=O)c2cc(NC(=O)Nc3ccccc3)ccc2O[C@@H]1CN(C)Cc1ccc(C(F)(F)F)cc1 the results were IDH1 R132H inh 2.0.
`O=C(C[C@H]1CC[C@@H](NC(=O)Nc2ccccc2F)[C@@H](CO)O1)NCc1ccc(Cl)cc1` gave IDH1 R132H inh -0.4 and PRC2 inh 6.
`Cc1ccc(S(=O)(=O)Nc2ccc3c(c2)C(=O)N([C@H](C)CO)C[C@H](C)[C@H](CN(C)C(=O)Cc2ccccc2)OCCCC[C@H](C)O3)cc1` gave IDH1 R132H inh 0.8.

Entries above that contain an NH in an aromatic ring (two):
O=C(CSc1nc2ccc([N+](=O)[O-])cc2[nH]1)Nc1cc(C(F)(F)F)cc(C(F)(F)F)c1 was read as IDH1 R132H inh 0.3 and PRC2 inh 17.
Screening COC(=O)Nc1nc2ccc(C(=O)c3cccs3)cc2[nH]1 returned IDH1 R132H inh -0.4 and PRC2 inh 5.

(continued)
For COCC(=O)N1C[C@@H](C)[C@H](OC)CN(C)C(=O)c2cc(NC(=O)c3ccc(F)cc3)ccc2OC[C@@H]1C the results were IDH1 R132H inh 0.1 and PRC2 inh 0.
For C[C@@H]1CN([C@H](C)CO)C(=O)Cc2cc(NS(=O)(=O)c3cn(C)cn3)ccc2O[C@@H]1CN(C)C(=O)NC1CCCCC1 the results were IDH1 R132H inh 5.1.
`CNC[C@H]1Oc2ccc(NC(=O)Nc3cccc4ccccc34)cc2C(=O)N([C@H](C)CO)C[C@@H]1C` gave PRC2 inh -11.
O=C(Cn1cnc2ccccc2c1=O)Nc1ccc2c(c1)oc1ccccc12 was read as IDH1 R132H inh 0.0 and PRC2 inh -1.
For CO[C@@H]1CN(C)C(=O)c2cc(NC(=O)NC(C)C)ccc2OC[C@H](C)N(C(=O)C2CCC2)C[C@@H]1C the results were IDH1 R132H inh 0.4 and PRC2 inh -3.
O=C1N(CCS(=O)(=O)c2ccccc2)Cc2ccccc2[C@H]2OC(c3ccc(OCCCO)cc3)=N[C@@]12CCS(=O)(=O)c1ccccc1 was read as PRC2 inh 7.
For C[C@H]1CN([C@@H](C)CO)C(=O)c2cc(NS(=O)(=O)c3ccccc3)ccc2O[C@H]1CN(C)CC1CC1 the results were IDH1 R132H inh 4.3 and PRC2 inh -6.
`C[C@H]1CN([C@@H](C)CO)C(=O)c2ccccc2-c2ccccc2CO[C@@H]1CN(C)S(=O)(=O)c1ccc(C(F)(F)F)cc1` gave IDH1 R132H inh -0.5 and PRC2 inh -13.
C[C@@H]1CN([C@H](C)CO)C(=O)c2cc(NC(=O)Cc3ccccc3)ccc2O[C@@H]1CN(C)S(C)(=O)=O was read as IDH1 R132H inh 0.4 and PRC2 inh 3.
For COc1ccc(NC(=O)CN(C)S(=O)(=O)c2ccc(Br)cc2)c([N+](=O)[O-])c1 the results were IDH1 R132H inh -0.2 and PRC2 inh -8.
For COCC(=O)Nc1ccc2c(c1)[C@H]1C[C@@H](CC(=O)NCc3cccc(F)c3)O[C@H](CO)[C@H]1O2 the results were IDH1 R132H inh -1.4 and PRC2 inh 5.
For COc1cccc(CN2C[C@@H](C)[C@H](OC)CN(C)C(=O)c3ccc(NS(=O)(=O)c4cn(C)cn4)cc3OC[C@H]2C)c1 the results were IDH1 R132H inh 0.1 and PRC2 inh 2.
CCn1c(SCC(=O)Nc2ccc(Cl)c(Cl)c2)nnc1-c1cccnc1 was read as IDH1 R132H inh -0.9 and PRC2 inh -2.
CN(C)c1ccc2c(c1)[C@@H]1C[C@@H](CC(=O)NCc3ccc(Oc4ccccc4)cc3)O[C@@H](CO)[C@@H]1O2 was read as IDH1 R132H inh -0.9 and PRC2 inh -20.
For COc1cccc(CNC(=O)C[C@@H]2C=C[C@H](NC(=O)C3CC3)[C@@H](CO)O2)c1 the results were IDH1 R132H inh -0.1 and PRC2 inh -5.
Screening Cc1ccc(Cl)cc1N(CC(=O)O)S(C)(=O)=O returned IDH1 R132H inh -0.2.
Screening COc1ccccc1-c1nnc(SCC(=O)c2ccc([N+](=O)[O-])cc2)o1 returned IDH1 R132H inh 0.7 and PRC2 inh -5.
For O=C(N[C@H]1CC[C@H](CCn2cc(C3CC3)nn2)O[C@H]1CO)c1cccnc1 the results were IDH1 R132H inh 0.1 and PRC2 inh -6.
Screening CCC(=O)Nc1ccc2c(c1)OC[C@@H](C)N(CCC(F)(F)F)C[C@H](C)[C@@H](OC)CN(C)C2=O returned IDH1 R132H inh 0.1 and PRC2 inh -8.
C[C@@H]1CCCCO[C@@H](CN(C)C(=O)Cc2ccccc2)[C@H](C)CN([C@H](C)CO)C(=O)c2cc(NC(=O)Nc3ccc(F)cc3)ccc2O1 was read as IDH1 R132H inh 0.0.
CC(C)NC(=O)N(C)C[C@@H]1Oc2c(cccc2N(C)C)C(=O)N([C@@H](C)CO)C[C@@H]1C was read as IDH1 R132H inh 0.0 and PRC2 inh -9.
Screening COc1ccc(NC(=O)Nc2ccc3c(c2)C(=O)N([C@H](C)CO)C[C@H](C)[C@@H](CN(C)Cc2ccc(Cl)c(Cl)c2)OCCCC[C@@H](C)O3)cc1 returned IDH1 R132H inh 1.2.
For COc1ccccc1-c1cn(CC[C@@H]2CC[C@@H](NC(=O)NC(C)C)[C@@H](CO)O2)nn1 the results were IDH1 R132H inh -0.6 and PRC2 inh -15.
C[C@@H]1CN([C@H](C)CO)S(=O)(=O)c2ccc(C#CC3CC3)cc2O[C@@H]1CN(C)C(=O)C1CC1 was read as PRC2 inh -5.
Screening C[C@H]1CN([C@@H](C)CO)S(=O)(=O)c2ccc(-c3ccncc3)cc2O[C@H]1CN(C)C(=O)C1CC1 returned PRC2 inh -20.
For Cc1ccc(S(=O)(=O)Nc2ccc3c(c2)C(=O)N([C@@H](C)CO)C[C@@H](C)[C@@H](CN(C)C)OCCCC[C@@H](C)O3)cc1 the results were PRC2 inh -4.
For C[C@H](CO)N1C[C@H](C)[C@H](CN(C)S(C)(=O)=O)Oc2c(NC(=O)C3CCOCC3)cccc2C1=O the results were IDH1 R132H inh 0.2 and PRC2 inh -4.
For C[C@@H]1CN([C@@H](C)CO)C(=O)Cc2cc(NC(=O)Cc3cn(C)c4ccccc34)ccc2O[C@H]1CN(C)C(=O)Nc1ccc2c(c1)OCO2 the results were IDH1 R132H inh -0.4.
Screening Cc1cccc(NC(=O)CCC(=O)O)c1 returned IDH1 R132H inh 0.2 and PRC2 inh 1.
`CN1CCN(C(=O)CN(c2cccc([N+](=O)[O-])c2)S(C)(=O)=O)CC1` gave IDH1 R132H inh 0.4 and PRC2 inh 1.
C[C@@H]1CN([C@H](C)CO)C(=O)Cc2cc(NC(=O)NC3CCCCC3)ccc2O[C@H]1CN(C)S(=O)(=O)c1ccc(F)cc1 was read as IDH1 R132H inh 0.9 and PRC2 inh 3.
O=C(C[C@@H]1C[C@@H]2c3cc(NC(=O)c4ccc5c(c4)OCO5)ccc3O[C@@H]2[C@H](CO)O1)NCc1cc(F)ccc1F was read as IDH1 R132H inh 0.4 and PRC2 inh 1.
Screening CCC(=O)N1C[C@@H](C)[C@H](OC)CN(C)C(=O)c2cc(NC(=O)c3cc(C)on3)ccc2OC[C@H]1C returned IDH1 R132H inh 0.0 and PRC2 inh 12.
For NS(=O)(=O)c1ccc(NC(=O)CC2c3ccccc3Oc3ccccc32)cc1 the results were IDH1 R132H inh 0.1.
C[C@@H]1CN([C@@H](C)CO)C(=O)c2cc(C3=CCCCC3)cnc2O[C@@H]1CN(C)Cc1ccc(C(=O)O)cc1 was read as PRC2 inh 2.
`O=C(COc1ccc2ccccc2c1Br)NCc1ccco1` gave IDH1 R132H inh -0.2 and PRC2 inh 24.
`C[C@@H]1CN([C@@H](C)CO)C(=O)CCCn2nncc2CO[C@H]1CN(C)C(=O)Nc1ccccc1` gave IDH1 R132H inh 0.0.
CCS(=O)(=O)Nc1ccc2c(c1)C(=O)N(C)C[C@H](OC)[C@H](C)CN(Cc1ccccn1)[C@H](C)CO2 was read as IDH1 R132H inh -0.2 and PRC2 inh 8.
C[C@@H]1CN([C@@H](C)CO)C(=O)c2cc(NS(C)(=O)=O)ccc2O[C@@H]1CN(C)C(=O)Nc1ccc2c(c1)OCO2 was read as IDH1 R132H inh -0.4.
`CS(=O)(=O)N(CC(=O)Nc1cccc2ccccc12)c1ccc(I)cc1` gave IDH1 R132H inh 0.0 and PRC2 inh 22.
Screening CN1CCN(C(=O)C[C@H]2C[C@@H]3c4cc(NC(=O)C5CCOCC5)ccc4O[C@@H]3[C@@H](CO)O2)CC1 returned IDH1 R132H inh 1.2 and PRC2 inh 18.
`CN(C)Cc1cn(CC[C@@H]2CC[C@H](N)[C@H](CO)O2)nn1` gave IDH1 R132H inh 0.7 and PRC2 inh 3.
For CC(C)c1cn(CC[C@H]2CC[C@@H](NS(=O)(=O)c3ccc(F)cc3)[C@H](CO)O2)nn1 the results were IDH1 R132H inh 0.3 and PRC2 inh -1.
For C[C@H](CO)N1C[C@H](C)[C@H](CN(C)C)Oc2cc(-c3ccccc3F)ccc2S1(=O)=O the results were IDH1 R132H inh -2.0 and PRC2 inh 13.
COc1ccc(NC(=O)N(C)C[C@H]2Oc3ccc(NC(=O)Nc4cccc5ccccc45)cc3C(=O)N([C@H](C)CO)C[C@H]2C)cc1 was read as IDH1 R132H inh 0.1.
Cc1nn(CC(=O)Nc2ccc(C(=O)N(C)C)cc2)c(=O)c2ccccc12 was read as IDH1 R132H inh -0.1 and PRC2 inh 9.
For COc1ccc(-n2nnnc2SCC(=O)c2ccc(O)c(O)c2)cc1 the results were IDH1 R132H inh 0.1 and PRC2 inh -8.
For COC(=O)c1ccc(NC(=O)CSc2nnc(C)s2)cc1 the results were IDH1 R132H inh 0.0 and PRC2 inh -18.
`O=C(CC1(O)C(=O)Nc2ccccc21)c1cccc(-n2cccc2)c1` (centres undefined) gave IDH1 R132H inh 0.0 and PRC2 inh -2.

A portion of the library, so the mix of outcomes need not match the whole.
